hIAP block: blocks human intestinal alkaline phosphatase | AID 2544 | 0.12% of 330,000 active | inhibition, % at 10 µM | P09923 | purified IAP, CDP-Star luminescence, 30 min;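 active = inhibition reaching a set limit with compound at 10 µM in the primary screen, cut at about 35% in these data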;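 note: plate controls were DMSO wells with enzyme for no effect and no-enzyme buffer wells for full effect; values of inactives mirror those of a sister screen read the other way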
APOBEC3G inh: inhibitors of human APOBEC3G DNA deaminase | inhibition, % at 20 µM | AID 493012 | 0.28% of 330,000 active | recombinant A3G, ssDNA deamination FAM/TAMRA fluorescence;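 active = inhibition of at least 40% at 20 µM, with no more than 30% in the related APOBEC3A deaminase screen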;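 note: plate controls were DMSO wells with A3G for no effect and wells lacking A3G enzyme for full effect; some compounds called inactive have numbers as strong as hits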
Target sequence (Q9HC16 whole entry, looked up): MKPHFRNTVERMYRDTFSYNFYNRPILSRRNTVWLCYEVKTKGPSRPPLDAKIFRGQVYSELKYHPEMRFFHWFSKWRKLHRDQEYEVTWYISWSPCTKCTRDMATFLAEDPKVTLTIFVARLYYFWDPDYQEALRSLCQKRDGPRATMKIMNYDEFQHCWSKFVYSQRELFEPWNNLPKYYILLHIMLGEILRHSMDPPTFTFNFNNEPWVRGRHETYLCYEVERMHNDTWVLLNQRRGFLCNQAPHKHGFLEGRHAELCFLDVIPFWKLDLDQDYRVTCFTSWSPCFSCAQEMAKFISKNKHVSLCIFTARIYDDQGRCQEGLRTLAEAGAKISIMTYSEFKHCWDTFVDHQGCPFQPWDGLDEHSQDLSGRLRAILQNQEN
A3A deaminase: human APOBEC3A DNA deaminase inhibition. recombinant A3A, FAM/TAMRA ssDNA deamination fluorescence. inhibition, % at 20 µM. 0.41% of 330,000 active. AID 493011;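 active = at least 40% inhibition at 20 µM here, with at most 30% in a related deaminase screen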;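 note: plate controls were A3A with DMSO for no effect and wells lacking A3A enzyme for full effect; some results filed as inactive read as strong as hits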
MPTP inh: permeability transition pore inhibition | inhibition, % at 10 µM | 1.4% of 360,000 active | isolated mouse mitochondria, Ca2+ swelling absorbance, 30 min;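 active = inhibition of 50% or more, scaled per plate between neutral and stimulator controls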;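 note: 0% = DMSO wells given calcium and 100% = 1 mM EGTA wells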
ATG4B inh: ATG4B (human) cysteine protease inhibition; Q9Y4P1; ATG4B cleavage of LC3-PLA2, NBD-HPC fluorescence, 1 h; inhibition, % at 8.33 µM; 0.51% of 340,000 active; AID 504462; in the data active = inhibition above about 40%
Target sequence (Q9Y4P1 whole entry, looked up): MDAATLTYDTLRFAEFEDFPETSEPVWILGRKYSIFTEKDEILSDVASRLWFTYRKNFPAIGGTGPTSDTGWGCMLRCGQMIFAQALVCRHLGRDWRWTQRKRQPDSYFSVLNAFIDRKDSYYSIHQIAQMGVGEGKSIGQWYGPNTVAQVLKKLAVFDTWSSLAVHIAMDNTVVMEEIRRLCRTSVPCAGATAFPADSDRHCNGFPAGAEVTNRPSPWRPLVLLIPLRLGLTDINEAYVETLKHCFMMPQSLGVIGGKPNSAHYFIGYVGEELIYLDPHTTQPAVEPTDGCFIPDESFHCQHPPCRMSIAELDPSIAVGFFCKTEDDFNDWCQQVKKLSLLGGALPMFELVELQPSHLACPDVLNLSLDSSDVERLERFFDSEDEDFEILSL
mIAP inh: blocks mouse intestinal alkaline phosphatase; 0.2% of 330,000 active; purified mouse IAP, CDP-Star luminescence, 30 min; AID 2806; inhibition, % at 10 µM;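 active = inhibition of at least 40% at 10 µM in the primary screen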;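 note: plate controls were DMSO with enzyme for no effect and no enzyme wells for full effect; values of inactives mirror those of a sister screen read the other way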
beta cell repl: MIN6 beta-cell proliferation induction. 0.29% of 330,000 active. MIN6 cells proliferation, ATPlite luminescence, 48 h; cells starved in 0.2% serum; 100% = growth in 10% serum. proliferation, % at 10 µM. AID 2380;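 active = compounds whose signal lies at least 3.5 SD above the mean of all wells on their plate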;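 note: 0% = DMSO-treated cells in low-serum medium and 100% = 10% serum control; some compounds called inactive have numbers as strong as hits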
mIAP activ: increases mouse intestinal alkaline phosphatase activity | activation factor at 10 µM | 0.24% of 330,000 active | muIAP, CDP-Star luminescence, 30 min; hits give high values; 1 = vehicle-only enzyme signal, 0 = enzyme-free wells;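 active = activation factor of at least 2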; note: the source names both 10 and 20 µM as test concentration; values of inactives mirror those of a sister screen read the other way
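System: Mouse IAP enzyme | Also added: CDP-Star substrate | Dosing: Compounds dispensed in DMSO | Schedule: 30 min enzyme-substrate-compound incubation at room temperature | Technique: Chemiluminescence readout | Control set: DMSO-only wells and no-enzyme negative control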
hIAP act: increases human intestinal alkaline phosphatase activity; P09923; purified human IAP, CDP-Star luminescence, 30 min; hits give high values; 1 = vehicle-only enzyme, 0 = enzyme-free background; activation factor at 10 µM; 0.16% of 330,000 active;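 active = activation factor of the enzyme at least 2-fold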; note: the source names both 10 and 20 µM as test concentration; values of inactives mirror those of a sister screen read the other way
* = called active by the depositor.

Short forms: A = hIAP block; B = APOBEC3G inh; C = A3A deaminase; D = MPTP inh; E = ATG4B inh; F = mIAP inh; G = beta cell repl; H = mIAP activ; I = hIAP act
(1) COc1cccc(C2c3c(-c4cc(Cl)c(C)cc4O)n[nH]c3C(=O)N2Cc2cccnc2)c1 (stereo not given)
  A: -137	B: -9	C: -2	D: -20	E: -9	F: -16	G: -6	H: 1.2	I: 2.4*
(2) S=C1NC2=C(CCCC2=C2SCCS2)C(c2ccccc2)N1 (stereo not given)
  A: 14	B: -6	C: -4	D: -1.8	E: 12	F: 8	G: -5	H: 0.92	I: 0.86
(3) O=C1CC(N(O)C2CC(=O)N(Cc3ccccc3)C2=O)C(=O)N1Cc1ccccc1 (stereo not given)
  A: 21	B: -1	C: 1	D: 2.2	E: -1	F: 3	G: -2	H: 0.97	I: 0.79
(4) S=C(NCc1ccccc1)NCc1ccco1
  A: 2	B: -1	C: 2	D: -0.9	E: 10	F: 11	G: -2	H: 0.89	I: 0.98
(5) COc1ccccc1P(=O)(Cc1ccccc1[N+](=O)[O-])c1ccccc1 (stereo not given)
  A: 11	B: -3	C: 0	D: 0.5	E: -5	F: -3	G: 4	H: 1	I: 0.89
(6) COCCCNC(=O)c1cc(-c2cccnc2)nc2ccccc12
  A: -4	B: -7	C: 2	D: 0.6	E: 7	F: 8	G: -2	H: 0.92	I: 1
(7) O=C(N/N=C/c1ccccc1OC(F)F)C1=COCCO1
  A: -8	B: 0	C: 7	D: 0.9	E: -1	F: -5	G: 0	H: 1.1	I: 1.1
(8) O=C(O)CNC(=S)N(Cc1cccs1)C1CCCCC1
  A: 5	B: -4	C: -2	D: -0.1	E: -1	F: 11	G: -5	H: 0.89	I: 0.95
(9) O=c1cc(CN2CCN(c3ccccn3)CC2)nc2sccn12
  A: -12	B: -7	C: -3	D: 0.2	E: -10	F: 5	G: 3	H: 0.95	I: 1.1
(10) CC1(C)c2ccccc2N2CC(=O)NC21/C=C/c1ccco1 (stereo not given)
  A: 8	B: -3	C: 0	D: -3.6	E: 0	F: 14	G: 0	H: 0.86	I: 0.92
(11) C=CCn1c(SCC(=O)N2CCOCC2)nc2sc(C)c(C)c2c1=O
  A: 4	B: -11	C: -3	D: -1.1	E: -2	F: 7	G: -1	H: 0.93	I: 0.96
(12) CC(=O)N(/N=C1\Sc2ccccc2C1=O)c1ccccc1C
  A: 11	B: 6	C: 9	D: 3.1	E: -5	F: 5	G: -2	H: 0.95	I: 0.89
(13) CCOC(=O)c1[nH]c(C)c(C(=O)OC)c1C
  A: 13	B: -4	C: -2	D: 0.1	E: -1	F: 0	G: 0	H: 0.99	I: 0.87
(14) CSc1ccccc1NC(=S)Nc1cccc(C(F)(F)F)c1
  A: -15	B: -11	C: -3	D: 94*	E: -5	F: 2	G: -5	H: 0.98	I: 1.1
(15) O=C(NN1CCCCC1)c1cnn2c(C(F)F)cc(-c3ccccc3)nc12
  A: 13	B: 2	C: 1	D: -0.4	E: -12	F: -2	G: -1	H: 1	I: 0.87
(16) CCc1ccc(S(=O)(=O)c2n[nH]n3c2nc(=O)c2ccccc23)cc1
  A: 5	B: 0	C: -3	D: 33	E: 6	F: 5	G: -2	H: 0.95	I: 0.95
(17) COc1ccc(NC(=O)CCN2CC(C)OC(C)C2)c(OC)c1 (stereo not given)
  A: 28	B: 7	C: 6	D: 1.1	E: -5	F: -8	G: -3	H: 1.1	I: 0.72
(18) CSc1cccc(NC(=O)c2cccc3cccnc23)c1
  A: 15	B: -9	C: -4	D: -2.0	E: -11	F: 5	G: -1	H: 0.95	I: 0.85
(19) Cc1cc(=O)[nH]c(SCC(=O)Nc2ccc(Cl)cn2)n1
  A: -5	B: -6	C: -2	D: -0.8	E: -2	F: -12	G: -3	H: 1.1	I: 1.1
(20) Cc1ccc(NS(=O)(=O)c2ccc3c(c2)CC(=O)N3)cc1F
  A: 6	B: -7	C: -4	D: -0.5	E: -6	F: -4	G: 4	H: 1	I: 0.94
(21) Cc1ccc(CN(CC(=O)NC2CCCCC2)C(=O)c2csnn2)cc1
  A: 19	B: -9	C: -5	D: 0.6	E: 0	F: 8	G: 2	H: 0.92	I: 0.81
(22) Cc1c(C(=O)OCC(=O)N2CC(=O)Nc3ccccc32)oc2ccc(Br)cc12
  A: 14	B: 2	C: 2	D: -1.0	E: -2	F: 14	G: 0	H: 0.86	I: 0.86
(23) OC[C@@H](O)[C@@H](O)[C@H](O)[C@H](O)CO
  A: -2	B: 7	C: 10	D: 3.5	E: -4	F: 3	G: -6	H: 0.97	I: 1
(24) CCCC(C)NC(=O)c1ccc2[nH]c3c(c2c1)CC(C)CC3 (stereo not given)
  A: -8	B: 0	C: 0	D: 1.9	E: 0	F: -5	G: 0	H: 1.1	I: 1.1
(25) CCCCCc1nc2sc3c(c2c(=O)n1NC(=O)c1ccc([N+](=O)[O-])cc1)CC(C)(C)OC3
  A: 3	B: -7	C: 4	D: 90*	E: -10	F: 12	G: -6	H: 0.88	I: 0.97
(26) CCCCS(=O)(=O)N1CCC(C(=O)Oc2ccc(Cl)cc2)CC1
  A: -3	B: -2	C: -5	D: -0.2	E: 1	F: -13	G: -1	H: 1.1	I: 1
(27) O=C1CCCC(O)=C1N=Nc1ccc(C(=O)O)cc1
  A: -12	B: 59	C: 84	D: 3.4	E: -4	F: 20	G: 2	H: 0.8	I: 1.1

In another format: 2 of the compounds above
Every second line gives: hIAP block | APOBEC3G inh | A3A deaminase | MPTP inh | ATG4B inh | mIAP inh | beta cell repl | mIAP activ | hIAP act
(16) CCc1ccc(S(=O)(=O)c2n[nH]n3c2nc(=O)c2ccccc23)cc1
 : 5 | 0 | -3 | 33 | 6 | 5 | -2 | 0.95 | 0.95
(17) COc1ccc(NC(=O)CCN2CC(C)OC(C)C2)c(OC)c1 (stereo not given)
 : 28 | 7 | 6 | 1.1 | -5 | -8 | -3 | 1.1 | 0.72

Not a retest: entries from further up.
Short forms: A = hIAP block; B = APOBEC3G inh; C = A3A deaminase; D = MPTP inh; E = ATG4B inh; F = mIAP inh; G = beta cell repl; H = mIAP activ; I = hIAP act
(19) Cc1cc(=O)[nH]c(SCC(=O)Nc2ccc(Cl)cn2)n1
  A: -5	B: -6	C: -2	D: -0.8	E: -2	F: -12	G: -3	H: 1.1	I: 1.1
(20) Cc1ccc(NS(=O)(=O)c2ccc3c(c2)CC(=O)N3)cc1F
  A: 6	B: -7	C: -4	D: -0.5	E: -6	F: -4	G: 4	H: 1	I: 0.94
(21) Cc1ccc(CN(CC(=O)NC2CCCCC2)C(=O)c2csnn2)cc1
  A: 19	B: -9	C: -5	D: 0.6	E: 0	F: 8	G: 2	H: 0.92	I: 0.81
(22) Cc1c(C(=O)OCC(=O)N2CC(=O)Nc3ccccc32)oc2ccc(Br)cc12
  A: 14	B: 2	C: 2	D: -1.0	E: -2	F: 14	G: 0	H: 0.86	I: 0.86
(23) OC[C@@H](O)[C@@H](O)[C@H](O)[C@H](O)CO
  A: -2	B: 7	C: 10	D: 3.5	E: -4	F: 3	G: -6	H: 0.97	I: 1
(24) CCCC(C)NC(=O)c1ccc2[nH]c3c(c2c1)CC(C)CC3 (stereo not given)
  A: -8	B: 0	C: 0	D: 1.9	E: 0	F: -5	G: 0	H: 1.1	I: 1.1
(25) CCCCCc1nc2sc3c(c2c(=O)n1NC(=O)c1ccc([N+](=O)[O-])cc1)CC(C)(C)OC3
  A: 3	B: -7	C: 4	D: 90*	E: -10	F: 12	G: -6	H: 0.88	I: 0.97

Screening results from PubChem BioAssay.

Outcome played no part in choosing rows. About 3.3% of those tested had a hit in this group.
